# PP5 inh = PP5 phosphatase inhibitors, primary screen, biochemical, fluorescence. purified PP5c, OMFP substrate fluorescence. inhibition, % at 6.7 µM. AID 1987, 2009. Serine/threonine-protein phosphatase 5 (Homo sapiens), P53041. hit rate 0.18% among 320,000;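 active means inhibition above the campaign's mean inhibition across all tested compounds plus 3 SD, cut at about 9.5% in these data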;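 further: 0% = DMSO only and 100% = 100 µM cantharidin control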
# PP1 counter = PP1-alpha phosphatase inhibitors, primary screen, counter-screen for PP5 inhibitor project, biochemical, fluorescence, OMFP substrate, single point; Serine/threonine-protein phosphatase PP1-alpha catalytic subunit (Homo sapiens), P62136; purified PP1alpha; inhibition, % at 6.7 µM; hit rate 0.9% among 320,000;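 active means inhibition above the mean inhibition of all tested compounds plus 3 SD, computed separately for each screening campaign, cut at about 15% in these data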
# Target sequence (P62136 whole entry, looked up): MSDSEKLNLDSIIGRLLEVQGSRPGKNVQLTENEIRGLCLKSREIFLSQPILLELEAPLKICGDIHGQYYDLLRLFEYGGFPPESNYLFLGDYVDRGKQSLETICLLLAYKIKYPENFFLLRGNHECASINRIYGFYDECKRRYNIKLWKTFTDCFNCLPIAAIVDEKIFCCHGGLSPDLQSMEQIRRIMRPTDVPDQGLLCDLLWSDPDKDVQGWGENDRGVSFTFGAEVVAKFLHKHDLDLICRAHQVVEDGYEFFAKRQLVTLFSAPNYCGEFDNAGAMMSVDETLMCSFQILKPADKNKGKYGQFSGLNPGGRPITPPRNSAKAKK
# GASC-1 inh = inhibitors of GASC-1 histone demethylase, primary screen, biochemical, fluorescence, DELFIA europium. GST-JMJD2C(1-420) H3K9me3 demethylation. inhibition, % at 2.35 µM. hit rate 0.069% among 330,000. AID 2099, 2009;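 active means more than half of a compound's replicate wells show inhibition beyond 50%, single wells judged on their own value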;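 further: signal counts dimethyl H3K9 product captured on neutravidin plate; 0% = median of DMSO wells and 100% = 0.3 times that DMSO median; strong numbers were not always called active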
# Target sequence (Q9H3R0 1-420 limits assumed): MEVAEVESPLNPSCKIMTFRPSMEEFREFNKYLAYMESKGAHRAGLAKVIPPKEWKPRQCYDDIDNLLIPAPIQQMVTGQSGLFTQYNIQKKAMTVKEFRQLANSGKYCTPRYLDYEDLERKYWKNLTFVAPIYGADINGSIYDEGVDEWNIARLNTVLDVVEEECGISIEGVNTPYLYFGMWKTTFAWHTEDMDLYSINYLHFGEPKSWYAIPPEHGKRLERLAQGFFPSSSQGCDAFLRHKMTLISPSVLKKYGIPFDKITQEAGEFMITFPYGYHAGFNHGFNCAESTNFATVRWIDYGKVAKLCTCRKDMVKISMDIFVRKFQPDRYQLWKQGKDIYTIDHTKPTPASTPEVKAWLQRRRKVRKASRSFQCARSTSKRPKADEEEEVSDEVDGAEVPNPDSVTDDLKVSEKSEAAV
# ZTA counter = ZTA (EBV) inhibition in EBNA-1 counter-screen | P03206 | ZTA-DNA binding, fluorescence polarization | inhibition, % at 11 µM | hit rate 0.15% among 320,000 | AID 2234; in the data active means inhibition above about 33%
# Target sequence (P03206 whole entry, looked up): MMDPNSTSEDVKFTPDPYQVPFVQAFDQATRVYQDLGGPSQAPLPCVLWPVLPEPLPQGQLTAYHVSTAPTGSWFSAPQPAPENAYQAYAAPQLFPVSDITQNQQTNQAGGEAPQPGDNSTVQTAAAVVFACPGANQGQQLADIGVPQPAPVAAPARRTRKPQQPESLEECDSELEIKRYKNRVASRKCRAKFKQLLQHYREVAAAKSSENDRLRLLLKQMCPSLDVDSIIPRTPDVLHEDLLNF
# Yeast superoxide = reduction of superoxide in aged yeast, primary screen, HTS; S. cerevisiae aged cells, superoxide DHE fluorescence; hits give low values; superoxide response (% of plate mean), % at 10 µM; hit rate 0.18% among 330,000; AID 2690, 2010;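 active means superoxide response under a set limit, about three screen SD below normal, cut at about 65% in these data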;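 further: yeast aged for seven days with compound at 30 °C before DHE staining; 100% = average MFI of all compound-treated wells on the plate with controls excluded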
# EBNA-1 inh = EBNA-1 DNA-binding inhibitors, primary screen, biochemical, fluorescence polarization | inhibition, % at 14.8 µM | hit rate 0.34% among 300,000 | AID 1950, 2009; in the data active means inhibition above about 28%
# core dimer inh = inhibitors of HCV core protein dimerization, primary screen, biochemical, TR-FRET, high-throughput; TR-FRET GST/Flag-core106 dimerization, 1536-well; inhibition, % at 5 µM; hit rate 0.33% among 300,000; AID 1899, 2009;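 active means inhibition above the mean of all tested compounds plus 3 SD, set per screening campaign, cut at about 45% in these data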
#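 test system = GST/Flag-tagged HCV core106 proteins | probe or stimulus = Eu donor and XL665 acceptor anti-tag antibodies | times = compound-protein-antibody incubation 4 h at 22.5 °C | signal = TR-FRET, excitation 340 nm, emission 617 and 671 nm | measure = percent inhibition of core106 dimerization signal | controls = wells lacking GST-core106 and wells with excess unlabelled core106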
# Fh CTSL1 inh = Fasciola hepatica cathepsin L1 inhibitors, primary screen, counter-screen for PFM18AAP inhibitor project, biochemical, QFRET, fluorogenic peptide substrate. inhibition, % at 5.96 µM. hit rate 0.49% among 300,000. recombinant F. hepatica cathepsin L1, Z-Leu-Arg-MCA fluorescence. AID 1906, 2009;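 active means inhibition above the mean of all tested compounds plus 3 SD, set per screening campaign, cut at about 17% in these data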;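 further: 0% = plate median of test compound wells and 100% = 1 µM Z-Phe-Ala-diazomethylketone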
# TPT1 inh = Candida albicans TPT1 enzyme inhibitors, primary screen, biochemical, fluorescence polarization | recombinant caTPT1, FP RNA substrate dephosphorylation | inhibition, % at 5 µM | hit rate 0.81% among 300,000 | AID 1962, 2009;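 active means inhibition above the mean of all tested compounds plus 3 SD, set per screening campaign, cut at about 24% in these data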;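 further: plate controls were DMSO alone for no effect and ferristatin control at 100 nM for full effect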
# Starred values were filed as active, the others as inactive; i = inactive; · = not tested or not shown; & = joins results of further samples.
SMILES,PP5 inh,PP1 counter,GASC-1 inh,ZTA counter,Yeast superoxide,EBNA-1 inh,core dimer inh,Fh CTSL1 inh,TPT1 inh
CC1CC[C@@]2(OC1)O[C@H]1CC3[C@@H]4C[C@@H](O)[C@@]5(O)C[C@@H](O)[C@H](O)C[C@]5(C)[C@H]4CC[C@]3(C)[C@H]1[C@@H]2C (some centres not stated),1.1,-0.9,4.6,11.8,79.5,-1.5,-2.4,-0.7,-4.5
COc1cccc2sc(N(CCN(C)C)C(=O)/C=C/c3cccs3)nc12,1.6,-1.4,6.9,-14.3,96.0,-9.6,-8.0,7.7,0.4
CCn1c(/N=C/c2c[nH]c3ccccc23)nc2ccccc21,-0.9,-4.5,23.3,7.5,96.2,-1.7,-7.8,6.1,-2.8
Cc1cccc(C)c1NC(=O)CSc1nc2[nH]c(=O)cc(O)c2s1,0.4,-0.2,9.9,-8.0,91.5,·,·,·,·
CC(=O)c1c(N2CCCCC2)nc(=S)n(Cc2ccccc2)c1C,-1.9,-3.0,4.8,5.3,101.5,3.0,-1.7,-0.1,1.8
O=C(C[n+]1cc(-c2ccccc2)n2c1CCC2)c1cccs1,-1.2,-3.7,12.3,-9.6,95.8,-9.3,-7.8,-2.0,-1.3
Cc1cccn2cc(-c3ccc4c(c3)NC(=O)CO4)nc12,-1.2,-3.7,4.8,3.5,81.1,2.1,-4.7,4.4,0.7
Cc1ccc(C(=O)NCC(=O)OCC(=O)Nc2cccc(S(=O)(=O)N3CCCC3)c2)cc1C,-0.9,-3.3,-0.1,-14.0,104.3,4.0,0.4,-17.9,-0.6
Cc1ccc(S(=O)(=O)N2CCC(C(=O)NNC(=O)c3ccccc3)CC2)cc1,-0.8,2.6,7.7,1.6,114.1,9.5,-4.0,4.3,-3.9
Cc1cc2oc(=O)cc(Cn3ncc(Cl)c(Cl)c3=O)c2cc1Cl,0.6,-1.9,-4.6,17.8,101.1,9.0,-1.1,-1.2,-1.5
O=C(/C=C/c1cccc([N+](=O)[O-])c1)Nc1cc(C(=O)O)cc(C(=O)O)c1,0.8,-1.8,-2.4,5.6,94.0,0.0,-2.8,3.1,-0.1
COc1ccc(-c2noc(CCC(=O)NC3CCCCCC3)n2)cc1,-1.0,-2.1,19.2,7.6,107.7,-2.0,-4.9,1.6,-2.7
CC(C(=O)OCC(=O)c1ccc(F)cc1)N1C(=O)C2C3C=CC(C3)C2C1=O (configuration not stated),3.8,7.0,8.1,-7.2,89.7,0.4,0.2,-0.4,1.2
COc1ccc(Cn2c(=O)oc3ccc(C)cc32)cc1,-1.2,2.8,7.1,-10.6,82.9,5.8,-8.4,0.5,-3.9
CC(C)(C)NC(=O)N1CCN(c2nc(-c3ccccc3)ns2)CC1,1.2,52.7*,-11.2,7.7,103.0,0.8,-0.3,-1.6,1.3
Cc1ccccc1N(Cc1cc(=O)[nH]c2ccccc12)C(=O)C(C)C,-7.3,-1.3,12.5,-23.7,98.2,-17.2,-7.9,3.6,-3.5
CCOC(=O)c1sc(NC(=O)C2CC=CCC2C(=O)O)nc1C (configuration not stated),0.8,-0.7,-23.6,-3.3,107.5,-0.6,0.2,-1.9,2.2
COc1cc(/C=N/NC(=S)NCCN2CCOCC2)ccc1O,-1.5,-4.7,-4.3,4.3,101.6,5.5,1.3,5.0,1.2
C/C=C/C(=O)N1CC2(CC(c3cccc(NC(=O)COc4ccc(Cl)cc4)c3)=NO2)C[C@@H]1C(N)=O (some centres not stated),1.7,-0.2,-20.9,1.1,107.8,-10.7,-8.7,6.0,0.0
CCCOc1ccc(Cc2c(Cl)nc(SC)nc2N(C)C)cc1,3.1,2.9,3.8,1.9,94.0,-5.0,-2.3,0.4,1.9
Cc1ccc(S(=O)(=O)CC(c2ccccc2)N2CCCCC2)cc1 (configuration not stated),1.1,-1.0,-5.4,1.1,93.0,0.8,11.6,-2.7,-0.9
COc1cc(/C=N/OCC(=O)NC2CCCCC2C)ccc1OCc1ccc(Cl)cc1 (configuration not stated),3.2,5.3,1.9,-2.0,105.0,3.9,3.0,3.2,-0.9
COc1cccc(/C=C/C(=O)Nc2ccc3c(c2)OCCO3)c1OC,2.1,-1.5,5.6,-24.9,84.0,0.2,0.2,7.9,3.9
COc1cc(C(=O)OCC(=O)N2CCCC2)cc(OC)c1OC,3.9,-1.8,6.6,14.0,96.7,-2.5,-1.6,0.0,2.1
COc1ccc(C2/C(=C(/O)c3ccc4c(c3)CC(C)O4)C(=O)C(=O)N2CCCN2CCOCC2)cc1 (configuration not stated),3.5,3.1,-5.7,11.1,100.2,0.3,6.3,-1.9,4.2
Cc1c(C(=O)NCc2ccc3c(c2)OCO3)oc2ccc(S(=O)(=O)N3CCCCCC3)cc12,4.5,12.9,-13.0,-13.1,104.1,-2.9,21.5,-6.6,-7.4
CCOC(=O)C#CC(CCc1ccccc1)OS(N)(=O)=O (configuration not stated),-1.1,-0.8,-0.7,5.8,95.4,5.8,7.8,4.9,0.7
C#CCN(CC=C)C(=O)CCc1nnc(COc2ccccc2)o1,1.4,-0.6,11.0,-0.2,78.0,-1.1,-0.7,0.0,-2.7
COc1ccc(Cl)cc1NC(=O)CN(C)C(=O)c1ccc(OCc2ccccc2)c(OC)c1,2.5,-1.8,9.4,-4.2,87.6,-12.6,-1.8,4.6,-1.7
O=C(CN(Cc1ccco1)C(=O)c1cccc(Cl)c1)Nc1c(Cl)cc(Cl)cc1Cl,3.1,1.8,6.0,10.0,145.2,-0.7,-3.4,-1.3,-0.6
CCN(CC)c1ccc(/C=N/N2CCN(c3ccccn3)CC2)cc1,-2.5,-3.9,2.7,-16.5,102.0,-2.2,-0.5,0.7,2.8
COc1ccc(C(=O)NC(=S)N2CCC(C)CC2)cc1Br,-0.7,-2.3,-0.2,-3.4,110.2,3.6,-1.7,-0.1,-1.8
Cc1c(OCc2ccc(C(=O)O)cc2)ccc2c(-c3ccccc3)cc(=O)oc12,0.1,-1.7,-73.9,4.2,103.8,-5.2,15.8,4.0,1.2
N#C/C(=C\Nc1ccc(F)c(Cl)c1)C(=O)C1CC1,4.0,-5.8,-3.1,1.1,91.2,-17.9,-1.4,1.6,1.5
Cc1ccnc(N2CCC(C(=O)NCc3ccc(F)cc3)CC2)n1,0.7,2.8,3.4,-1.2,134.8,-3.5,-1.9,2.1,0.1
Brc1ccc(-c2noc3c2-c2nc(-c4ccccc4)sc2CC3)cc1,2.6,0.7,-5.8,0.6,107.2,0.1,-16.7,-4.3,-5.5
O=C(O)Cn1cc(CN2CCOCC2)c2ccccc21,-0.9,-1.1,3.5,-2.6,104.5,2.5,9.3,1.3,-0.7
CN(c1ccc(F)cc1)S(=O)(=O)c1ccc(Cl)c(C(=O)NC2(C)CCS(=O)(=O)C2)c1 (configuration not stated),0.5,-6.6,4.1,1.5,140.6,·,·,·,·
O=C(CNC(=O)c1cccs1)NCC(=O)OCc1cccc(Cl)c1,3.1,6.0,-0.6,-8.7,90.8,-18.4,6.1,-2.0,0.1
COc1ccc(S(=O)(=O)Nc2cccc(-n3cnnn3)c2)cc1,-1.3,-1.4,-5.0,9.2,i,9.4,1.4,-0.8,0.1
CN(CCO)C(=O)c1ccc(-c2nn(C)c(=O)c3ccccc23)cc1,-2.5,0.8,-0.2,9.0,86.6,2.6,-2.2,0.9,1.4
O=C(CSc1nnc(-c2ccccc2F)n1CCc1ccccc1)Nc1ccc2[nH]c(=O)[nH]c2c1,1.6,-1.1,-9.3,-1.2,89.8,3.7,3.9,-2.7,-0.8
Cc1nn(Cc2ccccc2)c(C)c1NC(=O)c1cc2nc(-c3ccco3)cc(C(F)(F)F)n2n1,7.5,3.4,14.6&1.6,-12.8,121.3,0.4,5.2,2.0,-3.2
CC(=O)c1cc(CN2CCN(C3CCN(C(C)C)CC3)C(CCO)C2)cs1 (configuration not stated),4.2,-8.9,7.1,-8.2,125.2,7.4,-4.9,-0.4,-0.4
O=C(O)COc1cnc2ccccc2n1,2.2,-1.4,-0.4,-7.9,105.8,-14.4,-5.6,-3.3,8.7
O=C1C2C3c4ccccc4C(c4ccccc43)[C@@H]2c2nc3ccccc3n21 (some centres not stated),2.4,-0.9,-1.1,-4.4,98.9,-7.3,13.1,1.8,0.1
N#Cc1c(-c2ccccc2)nc(SCC(=O)Nc2ccccc2)[nH]c1=O,-2.5,3.3,2.6,-4.0,99.3,7.4,3.8,4.5,-4.9
O=C(CSc1nc(-c2cccs2)cc(C(F)(F)F)n1)NCCCN1CCOCC1,2.9,0.1,-1.3,-13.4,114.4,-9.4,-4.1,-0.9,-7.2
CCCCC1(Cc2cccc([N+](=O)[O-])c2)C(=O)N(c2ccccc2)N(c2ccccc2)C1=O,0.1,-1.8,133.4,17.9,98.8,3.0,3.6,0.3,0.3
COc1ccc(-c2cc(-c3ccco3)[nH]c(=O)c2C#N)cc1,0.5,-0.2,4.6,9.7,101.4,10.4,8.4,3.1,6.2
Cc1ccc(CC2C(=O)N(c3ncccn3)C(=O)C2C)cc1 (configuration not stated),-0.8,0.0,4.1,6.1,99.2,1.4,-3.6,-3.6,4.1
Cc1cn(C2OC(COC(=O)c3ccccc3)C(OC(=O)c3ccccc3)C2OC(=O)c2ccccc2)c(=O)[nH]c1=O (configuration not stated),8.8,-2.3,-7.9,-6.8,99.9,0.3,25.2,-4.2,-0.1
CN(Cc1c(F)cccc1Cl)C(=O)c1ccc(NS(=O)(=O)c2ccc3[nH]c(=O)[nH]c3c2)cc1,1.8,-0.7,-42.1,-5.6,100.2,5.9,3.1,1.6,-0.2
NC(=O)c1ccc(-c2csnn2)cc1,1.4,-5.1,-0.5,0.8,92.9,11.4,-8.4,-5.2,-2.6
O=C(NC(=S)Nc1ccc(Br)cn1)c1cncc(Br)c1,-0.6,-5.4,10.5,-1.3,113.5,0.8,-0.1,-3.9,0.3
CN(C)C(=O)CNC(=O)CN1C(=O)NC2(CCCc3sccc32)C1=O (configuration not stated),-0.7,-0.1,8.3,4.1,97.3,15.6,-4.9,0.6,0.4
NC(=O)c1ccc(Oc2ccc(Cl)c3ccccc23)c([N+](=O)[O-])c1,1.9,-0.6,6.8,0.1,102.0,-0.9,4.0,3.2,2.0

# Complete entries, quoted from the list. Values in the order: PP5 inh | PP1 counter | GASC-1 inh | ZTA counter | Yeast superoxide | EBNA-1 inh | core dimer inh | Fh CTSL1 inh | TPT1 inh
# COc1ccc(-c2noc(CCC(=O)NC3CCCCCC3)n2)cc1 in the list: -1.0 | -2.1 | 19.2 | 7.6 | 107.7 | -2.0 | -4.9 | 1.6 | -2.7
# C/C=C/C(=O)N1CC2(CC(c3cccc(NC(=O)COc4ccc(Cl)cc4)c3)=NO2)C[C@@H]1C(N)=O (some centres not stated) in the list: 1.7 | -0.2 | -20.9 | 1.1 | 107.8 | -10.7 | -8.7 | 6.0 | 0.0
# CCN(CC)c1ccc(/C=N/N2CCN(c3ccccn3)CC2)cc1 in the list: -2.5 | -3.9 | 2.7 | -16.5 | 102.0 | -2.2 | -0.5 | 0.7 | 2.8

# Screens (PubChem)
